# Compound activity (PubChem)
# RXFP1 agonist: RXFP1 (human) receptor agonism; actives 0.3% (n = 370,000); HEK293T-RXFP1 cAMP TR-FRET, 30 min; response scale: percent of porcine relaxin response, buffer zero; Potency, µM (top dose mostly 57.5 µM), without a hit: at the highest dose activation, most hits filed as activators; AID 2676; Q9HBX9; active = well fitted activation curve with a large enough effect; inconclusive = small, poorly fitted or top-dose-only effect; note: nearly all actives have a fitted effect of over 60% in size; many of its hits are not listed in these tables
# Target sequence (Q9HBX9 whole entry, looked up): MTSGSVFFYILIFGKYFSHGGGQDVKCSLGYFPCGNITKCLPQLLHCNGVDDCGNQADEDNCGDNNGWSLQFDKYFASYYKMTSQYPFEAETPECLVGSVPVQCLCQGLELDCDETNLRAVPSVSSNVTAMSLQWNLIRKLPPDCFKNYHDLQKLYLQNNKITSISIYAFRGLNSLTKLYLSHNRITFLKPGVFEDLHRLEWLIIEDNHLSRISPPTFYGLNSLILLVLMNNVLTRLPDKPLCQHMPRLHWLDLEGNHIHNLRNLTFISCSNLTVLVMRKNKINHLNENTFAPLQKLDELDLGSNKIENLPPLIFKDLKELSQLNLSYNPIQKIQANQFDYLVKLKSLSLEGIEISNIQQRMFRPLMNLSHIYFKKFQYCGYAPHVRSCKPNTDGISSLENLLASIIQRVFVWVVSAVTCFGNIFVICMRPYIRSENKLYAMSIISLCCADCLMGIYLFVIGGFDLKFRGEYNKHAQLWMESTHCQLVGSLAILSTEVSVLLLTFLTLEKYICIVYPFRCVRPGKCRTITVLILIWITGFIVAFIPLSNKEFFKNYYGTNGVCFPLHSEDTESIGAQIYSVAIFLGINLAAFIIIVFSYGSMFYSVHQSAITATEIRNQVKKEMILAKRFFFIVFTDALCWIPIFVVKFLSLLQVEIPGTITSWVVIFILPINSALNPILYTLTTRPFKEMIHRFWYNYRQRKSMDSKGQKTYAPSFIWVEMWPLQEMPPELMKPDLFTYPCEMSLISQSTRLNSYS
#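 Agonist response is measured as cAMP accumulation in an RXFP1-transfected HEK293T line under PDE4 inhibition. Values are scaled between buffer-only and 29 nM porcine relaxin, and EC50s come from standard Hill equation fits.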
# * marks the source's active call; other numbers are inactive results; ? = inconclusive; [ ] = dose if it differs, or a comment. % is set by controls: 0 for no effect and ±100 for the full control effect; potency is the fitted concentration of half-maximal effect. The list is partial; count on the stated rates, not on these rows.
RXFP1 agonist,canonical_smiles
4.3%,C/C(=N\Nc1nc(-c2ccc(C)cc2)nc2ccccc12)c1ccc([N+](=O)[O-])cc1
1.3%,Cc1ccc(-n2nc(C)c3c(=O)[nH]c(C(F)(F)F)nc32)cc1
1.3%,CC(=O)NC(c1ccco1)c1cc(Cl)c2ccc(N(C)C)nc2c1O (configuration not stated)
0.4%,Cc1ccc(C)n1CCN1CCN(CC(=O)Nc2cc(C(F)(F)F)ccc2Cl)CC1
2.9%,O=C(COC(=O)/C=C/c1cccc(Cl)c1)Nc1ccccc1-c1ccccc1
7.4%,Cc1[nH]c2ccccc2c1-c1nc(-c2ccc(Cl)cc2)nnc1-c1ccccc1
-1.4%,COCC(=O)Nc1cc(Cl)ccc1C(F)(F)F
3.0%,O=C(CSc1nnc(-c2cccs2)n1-c1ccccc1)N1CCN(C(=O)c2ccco2)CC1
2.3%,O=C(c1cc2nc(-c3ccc(F)cc3)cc(C(F)(F)F)n2n1)N1CCCC1
4.5%,Cn1c(=O)c2c(nc(SCCOc3ccc4ccc(=O)oc4c3)n2C)n(C)c1=O
-0.1%,COC(=O)C1=C(C)N(Cc2ccccc2)C(=S)N[C@H]1CCc1ccccc1
10%,C=CCn1c(NC(=O)c2ccco2)c(S(=O)(=O)c2ccccc2)c2nc3ccccc3nc21
2.9%,CC(C)(C)c1ccc(C[C@H](C(=O)O)N2C(=O)c3ccc(C(=O)O)cc3C2=O)cc1
9.5%,CC(=O)c1ccc(Nc2nc(C)nc3c2oc2ccccc23)cc1
2.0%,Cn1c2cc(Br)sc2c2cnn(Cc3c(F)cccc3F)c(=O)c21
0.3%,COC(=O)[C@@]1(Cc2ccc(F)cc2)[C@H]2c3cc(C(=O)N(C)C)n(Cc4ccc(OC(F)(F)F)cc4)c3C[C@H]2CN1C(=O)c1ccccc1
-0.3%,O=C(Cc1c(Cl)cccc1Cl)NC1=NCCS1
0.7%[11.5 µM],CCCCn1c(C)cc2c(c1=O)[C@H]1O[C@](CCCC)(Cc3cc(OC)c(OC)cc31)O2
-1.2%,CC1=C(C(=O)OCC(Br)(Br)Br)C(c2ccc(Br)cc2)NC(=O)N1CCCC(=O)O (configuration not stated)
-0.8%,O=C(CCCc1ccccc1)NCc1ccccc1
1.1%,COc1ccc(C[C@H]2CN3C(=NC[C@@H]3Cc3ccccc3)N2C[C@H](C)NC(=O)CCC2CCCCC2)cc1
-18%,COC(=O)CCC(=O)OC1(C)C(=O)C2=CN(CC(C)C)C(c3ccc(OC)cc3)=CC2=C(Br)C1=O (configuration not stated)
-0.5%,O=C(CN1N=C(c2ccc(Cl)cc2)CCC1=O)NCc1cccs1
0.7%,C/C(CC(=O)Nc1cc(C)ccn1)=N\NC(=O)COc1cccc(C)c1
-2.7%,O=C1CN(CC(=O)N2CCOCC2)c2ccccc2O1
2.1%,Cc1ccccc1N(CC(=O)NC(C)(C)C)C(=O)c1ccc(-c2ccccc2)[nH]1
3.8%,CCCCn1c(=O)c2c(c3ccccc31)OCC(=O)N2
1.7%,Cc1ccc(C[C@H](C(=O)O)N2C(=O)c3ccc(C(=O)O)cc3C2=O)cc1
0.6%,COc1cccc(N2CCCn3c2nc2c3c(=O)n(CCN3CCOCC3)c(=O)n2C)c1
0.4%,COCCN1C(=O)N[C@@H](c2ccc(Br)cc2)C(C(C)=O)=C1C

# Molecules above containing a Cl atom, in the order listed:
RXFP1 agonist,canonical_smiles
1.3%,CC(=O)NC(c1ccco1)c1cc(Cl)c2ccc(N(C)C)nc2c1O (configuration not stated)
0.4%,Cc1ccc(C)n1CCN1CCN(CC(=O)Nc2cc(C(F)(F)F)ccc2Cl)CC1
2.9%,O=C(COC(=O)/C=C/c1cccc(Cl)c1)Nc1ccccc1-c1ccccc1
7.4%,Cc1[nH]c2ccccc2c1-c1nc(-c2ccc(Cl)cc2)nnc1-c1ccccc1
-1.4%,COCC(=O)Nc1cc(Cl)ccc1C(F)(F)F
-0.3%,O=C(Cc1c(Cl)cccc1Cl)NC1=NCCS1
-0.5%,O=C(CN1N=C(c2ccc(Cl)cc2)CCC1=O)NCc1cccs1

# The results go on:
RXFP1 agonist,canonical_smiles
1.6%,CCc1nnc(NC(=O)CSc2nnc(-c3ccncc3)n2Cc2ccccc2)s1
1.2%,O=S(=O)(Nc1ccc2nc(-c3ccc(Br)o3)[nH]c2c1)c1ccccc1
1.4%,O=S(=O)(c1ccc(F)cc1)N1CCCc2ccccc21
-0.4%,NC(=O)c1ccc(C[C@H](C(=O)O)N2C(=O)c3ccc(C(=O)O)cc3C2=O)cc1
3.8%,CCOC(=O)C1CCCN(c2ncnc3c2[nH]c2cccc(OC)c23)C1 (configuration not stated)
0.0%,CC(=O)N[C@@H](Cc1ccc(O)cc1)C(=O)N[C@H](C(=O)N[C@@H](C)C(=O)N[C@H](C#N)CC(=O)O)C(C)C
1.8%,C[C@H](C(=O)C=[N+]=[N-])N1C(=O)c2ccccc2C1=O
0.8%[11.5 µM],CCCC[C@]12Cc3ccccc3C(O1)c1c(c3ccccc3oc1=O)O2
0.2%,Cc1ccc(CNC(=O)Cc2csc(Nc3nc(=S)[nH]c4ccccc34)n2)cc1
0.3%,CN(Cc1cc([N+](=O)[O-])c2cccnc2c1O)C1CCCCC1
1.7%,CCOC(=O)c1cccc(NC(=O)Cn2c(CC(=O)N3CCCC3)nc3ccccc32)c1
0.7%,O=c1nc2n(Cc3ccccc3)c3ccccc3cc-2c(=O)[nH]1
0.4%,Cc1csc(NC(=O)c2c(O)c3cccc4c3n(c2=O)CCC4)n1
-3.0%,COc1cc(CNCCN2CCOCC2)ccc1OCc1c(Cl)cccc1Cl
-0.3%,COC(=O)c1cc(=O)n(Cc2ccccc2)c(=NCc2ccccc2)s1
1.7%,Cc1ccc(C)n1-c1ccc2c(c1)COC2=O
1.3%,O=C(N=Nc1ccc(NOC(=O)c2ccccc2Br)cc1)c1ccccc1O
-3.5%,CCCCNC(=O)C(c1ccc(OCC(=O)OC)c(C(=O)OC)c1)N(CCOC)C(=O)CCCCCN1C(=O)NC(c2ccc(-c3ccccc3)cc2)C(C(=O)OCc2ccccc2)=C1C (configuration not stated)
0.5%,CC(C(=O)NCc1ccccc1)N(CCN1CCOCC1)C(=O)c1snc(C(N)=O)c1N (configuration not stated)
-0.3%,COC(=O)c1ccc(Cl)c(NC(=O)c2ccc(-c3ccccc3)cc2)c1
20%,CCCOc1ccc(C2C(C(=O)c3ccc(C)o3)=C(O)C(=O)N2Cc2cccnc2)cc1 (configuration not stated)
-0.8%,O=C(N/N=C/c1ccco1)c1cc(C2CC2)nc2ccccc12
0.1%,CC12CC(NC(=O)N1c1cccc(C(=O)NCc3ccccc3)c1)c1ccccc1O2 (configuration not stated)
2.9%[11.5 µM],COc1cc2c(cc1OC)C1O[C@](c3ccsc3)(C2)Oc2cc(-c3ccccc3)oc(=O)c21
-0.1%,COc1ccc(C2C(C(=O)c3cc4cccc(OC)c4o3)=C(O)C(=O)N2CCCN(C)C)cc1OC (configuration not stated)
3.9%,Cc1ccccc1OCC(O)Cn1c(NCCN(C)C)nc2c1c(=O)n(C)c(=O)n2C (configuration not stated)
1.3%,O=C(Nc1ccccc1C(=O)N1CCNCC1)c1ccco1
1.8%,COc1ccc(C)cc1NC(=O)c1cc2cc3ccc(C)cc3nc2o1
0.4%[11.5 µM],N#Cc1ccc2c(c1)C[C@]1(c3ccsc3)Oc3c(c(=O)oc4ccc(F)cc34)C2O1
4.6%,N#Cc1c[nH]n2c(=O)c3c(nc12)CCCC3
1.8%,O=C(c1ccc(F)cc1)[C@@H]1[C@@H](C(=O)c2ccccc2)[C@@]2(C(=O)Nc3ccccc32)[C@H]2c3ccccc3C=CN12
1.4%,Cc1ccc(-n2cc(CN3CCC(CO)(Cc4ccccc4)CC3)cn2)cc1
0.2%,COCCNC(=O)CCCn1c(=O)c2cc(OC)c(OC)cc2n(CC(=O)c2ccc(Cl)cc2)c1=O
3.1%,O=C(Nc1ccc(Cl)cc1)[C@@H]1[C@@H]2C(=O)N(c3ccc(Cl)cc3Cl)C(=O)[C@@H]2[C@H]2C=CC=NN21
0.2%,O=c1c2cc(-c3ccccc3)sc2nc2n1CCC2
0.2%,CCOc1ncccc1C(=O)NCc1ccccc1
-0.8%,Cc1ccc(N2CCN(c3cc(C)nc4c5c(C)cc(C)nc5nn34)CC2)cc1
-1.8%,O=C(CNC(=O)c1cccs1)NCCN1CCC(Cc2ccccc2)CC1
1.1%,CCOc1ccc(N/C(=C(/C(Cl)=C(Cl)Cl)[N+](=O)[O-])n2cncn2)cc1
-1.7%,CCCCCCN(C(=O)CCCCCN1C(=O)NC(c2ccc(-c3ccccc3)cc2)C(C(=O)OCc2ccccc2)=C1C)C(C(=O)NCCCC)C1CCCCC1 (configuration not stated)
-1.8%,COc1cc2c(cc1NC(=O)CSc1nc3ccc(C)cc3[nH]1)oc1ccccc12
?,N/C(=N\OC(=O)COc1ccc2ccccc2c1Br)c1ccncc1
12%,O=C(NN1C(=O)/C(=C/c2cc([N+](=O)[O-])ccc2O)SC1=S)c1ccccc1O
-1.5%,CCS(=O)(=O)C1=NN2C(=N)/C(=C\c3ccc(OS(=O)(=O)c4ccccc4)c(OC)c3)C(=O)N=C2S1
-2.6%,COc1ccc(N2CCN(C(=O)Cn3c(=O)[nH]c4ccccc4c3=O)CC2)cc1
1.9%,CCOC(=O)N1CCN(c2ncnc3c2oc2nc(C)c4c(c23)CC(C)(C)OC4)CC1
-0.6%,COC(=O)C1=C(C)NC(C)=C(C(=O)OCC2CCCO2)C1c1ccc(Cl)c([N+](=O)[O-])c1 (configuration not stated)
2.2%,CCCCNC(=O)C(c1ccc(OCC(=O)OC)c(C(=O)OC)c1)N(CCc1c[nH]c2ccccc12)C(=O)CCCCCN1C(=O)NC(c2ccc(-c3ccccc3)cc2)C(C(=O)OCc2ccccc2)=C1C (configuration not stated)
-0.7%,COc1ccccc1C(=O)NCC(=O)NNc1ncnc(N)c1[N+](=O)[O-]
1.2%,Cc1nc(NC(=O)c2ccccc2)sc1-c1csc(Nc2ccc(Cl)cc2Cl)n1

# No new results follow: entries from further up.
RXFP1 agonist,canonical_smiles
?,N/C(=N\OC(=O)COc1ccc2ccccc2c1Br)c1ccncc1
12%,O=C(NN1C(=O)/C(=C/c2cc([N+](=O)[O-])ccc2O)SC1=S)c1ccccc1O

# Ordered by length of the SMILES (descending): part of the list above.
RXFP1 agonist,canonical_smiles
2.2%,CCCCNC(=O)C(c1ccc(OCC(=O)OC)c(C(=O)OC)c1)N(CCc1c[nH]c2ccccc12)C(=O)CCCCCN1C(=O)NC(c2ccc(-c3ccccc3)cc2)C(C(=O)OCc2ccccc2)=C1C (configuration not stated)
0.8%[11.5 µM],CCCC[C@]12Cc3ccccc3C(O1)c1c(c3ccccc3oc1=O)O2
1.4%,O=S(=O)(c1ccc(F)cc1)N1CCCc2ccccc21

# Next part.
RXFP1 agonist,canonical_smiles
2.5%,COc1ccc(OC)c(CC(NC(C)=O)C(=O)NC2CCN(c3nc(C)cc(C)c3C#N)CC2)c1 (configuration not stated)
0.7%,COC/C=C/C1=CC2=CC(=O)C(C)(OC(=O)c3ccco3)C(=O)C2=CO1 (configuration not stated)
-0.7%,O=C(/C=C/c1ccc2c(c1)OCO2)Nc1nc(-c2ccc(F)cc2)cs1
-1.5%,CC(C)CNC(=O)c1ccc(Cl)c(N)c1
0.0%,Oc1c(Cl)cc(Cl)cc1C=Nc1ccccc1N1CCCC1
4.5%,CCSc1nc2c(sc3nc(C)cc(C)c32)c(=O)[nH]1
2.0%,COC(=O)C1=C(C)N(CCc2cc(OC)c(OC)c(OC)c2)C(=O)N[C@H]1c1ccc(Br)cc1
0.0%,CCOC(=O)C1CCN(Cc2ccccn2)CC1
0.5%,CSc1ccccc1OCc1cc(C(=O)N2CCC(c3ccncc3)CC2)no1
7.6%,N#C/C(=C\c1cn(Cc2ccccc2C#N)c2ccccc12)C(=O)NCc1cccs1
-1.0%,O=S(=O)(c1cccc(-c2nn3c(-c4ccncc4)nnc3s2)c1)N1CCOCC1
9.2%,O=C(Cc1ccccc1)N[C@@H](Cc1ccc(O)cc1)C(=O)O
